Polio RdRp inh: inhibitors of poliovirus RNA polymerase binding and polymerization; P03300; poliovirus polymerase elongation, fluorescence polarization; stronger effect = lower value; % elongation, % (compound at 16.7 µg/mL); actives 0.66% (n = 150,000); AID 588519; in the data active = % elongation below about 90%; note: some results filed as inactive read as strong as hits
Target sequence (P03300 1749-2209 limits assumed): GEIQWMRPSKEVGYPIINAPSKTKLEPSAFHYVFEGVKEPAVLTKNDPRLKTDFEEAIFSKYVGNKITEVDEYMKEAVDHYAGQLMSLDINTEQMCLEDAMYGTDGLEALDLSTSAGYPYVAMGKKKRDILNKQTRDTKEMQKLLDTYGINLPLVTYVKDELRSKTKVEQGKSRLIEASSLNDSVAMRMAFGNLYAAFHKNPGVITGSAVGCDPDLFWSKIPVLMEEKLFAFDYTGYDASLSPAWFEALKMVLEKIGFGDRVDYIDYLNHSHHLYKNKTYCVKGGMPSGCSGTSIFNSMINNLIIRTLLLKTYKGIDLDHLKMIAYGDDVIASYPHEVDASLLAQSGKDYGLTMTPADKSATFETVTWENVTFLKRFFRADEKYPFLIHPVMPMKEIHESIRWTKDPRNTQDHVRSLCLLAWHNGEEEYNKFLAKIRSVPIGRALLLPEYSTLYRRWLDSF
Polio RdRp inh FP z-score: recorded beside Polio RdRp inh, whose call it bears; z-score; measured here: FP z-score; hits read low
Numbers without * were called inactive; & = joins results of further samples. Not all compounds are listed; rates above refer to the full screens.

SMILES	Polio RdRp inh	Polio RdRp inh FP z-score
O=C(c1ccco1)N1N=C2c3ccccc3CCC2C1c1ccc(F)cc1 (stereo not drawn)	101	-0.4
C=CCN(CC=C)C(=O)Cc1ccccc1OC	105	0.2
O=C1CCCN1CCCNc1nc(-c2cccc(Cl)c2)c2c(n1)-c1ccccc1OC2	105	0.6
O=C(Nc1cccc(F)c1)c1cnc2sc(N3CCCC3)nn2c1=O	107	0.1
Nc1sc2c(c1C(=O)Nc1ccc(Cl)cc1)CCC2	89*	-1*
O=C(CSc1nnc2n1CCCCC2)Nc1ccnn1C1CCCC1	105	0.3
c1ccc(-n2c(SCc3nc4ccccc4o3)nnc2C2CC2)cc1	99	-0.3
COc1ccc(OC(=O)c2nc(SCc3ccc(C)cc3)ncc2Cl)cc1	101	-0.9
CCOc1ccc(Nc2nc(O)c(N=Nc3ccc(C(=O)O)cc3)s2)cc1	108	0.6
CCCN(CCC)c1cccc(C(=O)O)n1	104	0.7
CCOC(=O)/C=C1\NC(=O)C(C)S1 (stereo not drawn)	102	0.2
CCN(CC)C(=S)Oc1ccc(C(=O)Nc2cccc3ccccc23)cc1	100	-0.2
O=C(NC1CCS(=O)(=O)C1)/C(=C/c1ccccc1)NC(=O)c1ccccc1 (stereo not drawn)	105	0.2
C/C(COc1ccccc1O)=N\NC(N)=O	104	0.3
COCC(C)NS(=O)(=O)c1ccc(N2CCCCS2(=O)=O)cc1 (stereo not drawn)	107	0.2
COC(=O)c1ccc(NC(=O)CN(C)S(=O)(=O)c2ccc(Br)s2)cc1	105	-1.1
CC(C)CC(NS(=O)(=O)c1ccc2c(c1)oc(=O)n2C)C(=O)NCc1ccccc1Cl (stereo not drawn)	99	-2.4
O=C(CSc1nc2c(c(=O)[nH]1)CCC2)Nc1cccc(O)c1	109	0.3
Cc1ccc(-c2noc(-c3c[nH]c4ccc(S(=O)(=O)NC(C)C)cc4c3=O)n2)cc1	101	0
CCOC(=O)c1cnn(-c2ccc(Cl)nn2)c1/N=C/N(C)C	104	0.4
O=C1OCCC1Sc1nc2ccccc2n1-c1ccccc1 (stereo not drawn)	102	-0.1
COc1cc(NS(=O)(=O)c2cc(Br)cc3c2N(C(=O)C2CC2)CC3)cc(OC)c1	104	0
CCOC(=O)c1ccc(NC(=O)C(Sc2ccccc2)c2ccccc2)cc1 (stereo not drawn)	112	1
OCCN/N=C/c1cccc(OC(F)F)c1	105	0.3
Cc1cc(C)n2nc(Nc3ccccc3)c(C(N)=O)c2n1	102	0.3
C(=NCc1ccco1)c1cn(-c2ccccc2)nc1-c1ccccc1	109	0.8
Cc1ccc2oc(=O)n(CCc3noc(-c4cc(C)on4)n3)c2c1	102	-0.3
CP(=O)(Nc1cc(Cl)ccc1Cl)c1nc2c(s1)CCCC2 (stereo not drawn)	100	-0.2
COc1ccc([C@@H]2CC(=O)c3c(O)cc(O)cc3O2)cc1O	99	-0.2
O=C1C=C2C=C[C@@H]3CC2(O1)[C@H]1CCCCN31	99	-0.1

Quoted from the listing.
OCCN/N=C/c1cccc(OC(F)F)c1 – Polio RdRp inh: 105
Cc1ccc2oc(=O)n(CCc3noc(-c4cc(C)on4)n3)c2c1 – Polio RdRp inh FP z-score: -0.3

Continued:
SMILES	Polio RdRp inh	Polio RdRp inh FP z-score
CN(C)S(=O)(=O)c1cccc(COC(=O)C2=NNC(=O)CC2)c1	96	-0.3
CSc1nc2ccccc2n1N	100	-1.1
O=C(N/N=C/c1ccco1)c1ccc(CN2c3cccc4cccc(c34)S2(=O)=O)cc1	102	-0.1
Cc1ccccc1NC(=O)NCCCN1CCN(c2ccccc2F)CC1	105	-0.9
NNC(=O)c1oc2nc(-c3ccccc3)cc(-c3ccco3)c2c1N	104	0.4
CCOc1ccc(N2C(=O)C(CC(=O)Nc3ccccc3)N(CCN3CCN(C)CC3)C2=S)cc1 (stereo not drawn)	103	0.4
O=C(Cn1nc(-c2ccccc2)c2cnc3ccc(F)cc3c21)NC1CCCC1	104	-0.5
O=C(CC(Nc1ccccc1)C(=O)O)c1ccccc1 (stereo not drawn)	108	0.6
COc1ccc(C2Oc3ccccc3C3CC(c4ccc(C)o4)=NN32)cc1OC (stereo not drawn)	100	-0.2
CCn1c(=O)cc(OCC(=O)N2CCN(c3ccc(C(C)=O)cc3)CC2)c2ccccc21	105	-0.1
O=C(Nc1cccc(C(F)(F)F)c1)c1cc2ccc3cccnc3c2[nH]1	97	-1.5
CC(=O)N1CCc2cc(Br)cc(S(=O)(=O)N3CCCC3)c21	102	0.1
CC(C)(C)NC(=O)CCSc1nc(-c2ccc3c(c2)OCO3)cc(C(F)(F)F)n1	103	-0.2
Cc1ccccc1OCC(=O)N1CCOCC1	99	-0.7
O=C(CN1CCN(Cc2cccc(Cl)c2)C1=O)N1CCCC1	98	-0.7
O=C1OC2(CCCCC2)OC(=O)C1=Cc1ccoc1	98	-0.8
O=C(CSc1nc2ccccc2n1CCc1ccccc1)N1CCOCC1	98	-1.7
CCc1cc2c(=O)[nH]cnc2s1	103	0.7
CC1(C)S[C@@H]2[C@H](NC(=O)Cc3ccccc3)C(=O)N2[C@H]1C(=O)O	100&100	0&0.1
CNC(=O)N(O)C1N(c2ccccc2)C(=S)SC1(C)C (stereo not drawn)	102	0.1
CC(O)Cn1c(NCc2ccccc2)nc2c1c(=O)n(C)c(=O)n2C (stereo not drawn)	103	0.4
CCCCc1oc2ccccc2c1C(=O)c1cc(I)c(OCCN(CC)CC)c(I)c1	105&102&102	1.4&0.4&0.2
CC(=O)N1CCCCNC1=S	105	0.3
Cc1cc(C)c2c(n1)sc1c(=O)[nH]cnc12	103	0.2
COC(=O)c1ccccc1NC(=O)c1ccc(Cn2cc(Cl)cn2)o1	102	0.3
COc1ccc2cc(CNc3ccc(OC)c(OC)c3)c(=O)n(CC(=O)Nc3ccccc3F)c2c1	116	1.8
O=C(c1cccc(-n2cccc2)c1)N1CCC(c2nc3ccccc3s2)CC1	100	-0.3
CCC(NC(=O)OC1CCCCC1C)(C(F)(F)F)C(F)(F)F (stereo not drawn)	102	0
CCOc1ccccc1NC(=O)c1c(NC(=O)COc2ccccc2)sc2c1CCCCC2	105	0.4
Cc1ccc2[nH]c3c(=O)n(CC(=O)N4CCN(c5ccccc5F)CC4)ncc3c2c1	113	0.7

Single records (already shown).
CC(=O)N1CCCCNC1=S across the screens: Polio RdRp inh: 105; Polio RdRp inh FP z-score: 0.3
COc1ccc2cc(CNc3ccc(OC)c(OC)c3)c(=O)n(CC(=O)Nc3ccccc3F)c2c1 across the screens: Polio RdRp inh: 116; Polio RdRp inh FP z-score: 1.8

Going on with the list:
SMILES	Polio RdRp inh	Polio RdRp inh FP z-score
CC(O)C(NS(=O)(=O)c1ccc(Cl)cc1)C(=O)OCc1nnc(-c2ccccc2)o1 (stereo not drawn)	97	-0.4
NC(=O)C1=CN(C(=O)Nc2ccc(Cl)cc2)CCC1C(F)(F)F (stereo not drawn)	102	-0.2
O=C(Cn1c(NCCO)nc2ccccc21)c1ccccc1	100	0.2
COc1ccc(N2CCN(CCNC(c3ccc(F)cc3)c3nnc(-c4ccccc4)o3)CC2)cc1 (stereo not drawn)	100	-0.2
Cc1cc(C(=O)CCC(=O)N2CCN(c3ncccn3)CC2)c(C)s1	109	0.9
CN(C)c1ccc(CNC(=O)c2cccc(NC(=O)N3CCSc4ncccc43)c2)cc1	108	0.4
CCOc1ccc(NC(=O)c2ccc(-c3cccc(Cl)c3C)o2)cc1	106	0.2
ClCC1Cc2cc(I)c(Cl)cc2O1 (stereo not drawn)	101	-0.7
CCS(=O)(=O)N1Cc2ccccc2CC1C(=O)Nc1ccc(NC(C)=O)cc1 (stereo not drawn)	100	-0.4
CC1(C)CC(=O)C(C=NC(C)(C)C)=C(O)C1	102	0.2
Cc1ccc(C)c(NC(=O)C2CCCN(c3nc4ccccc4s3)C2)c1 (stereo not drawn)	109	0.6
COC(=O)c1sc2c(c1C)c(=O)n(-c1ccccc1)c(=O)n2CC(=O)Nc1cccc(C)c1	108	0.5
CCC(=O)N1CCc2cc(S(=O)(=O)NC(Cc3ccccc3)C(=O)NCc3ccccc3OC)ccc21 (stereo not drawn)	101	-0.3
O=C1c2cccc3cccc(c23)C(=O)N1O	100	-0.3
COc1ccc(SCC(=O)Nc2ccccn2)cc1	105	0.2
Cc1ccc(NC2(c3ccccc3)C(=O)c3ccccc3C2=O)cc1F	102	-0.7
CN(C)C(=O)NCc1ccc(S(N)(=O)=O)cc1	101	0.3
Cc1ccc(S(=O)(=O)N2CCN(c3nc(-c4ccccc4)ns3)CC2)cc1	102	0
COC(=O)c1cc(S(=O)(=O)NCc2ccccc2)c[nH]1	100	-0.6
Cc1cc(C)cc(NS(=O)(=O)c2ccc3[nH]cc(C(=O)NCCc4ccccc4)c(=O)c3c2)c1	110	0.2
CC(C)C(=O)Nc1ccc2c(c1)C(=O)NC2=O	100	-0.1
O=C(Nc1ccc(Br)cc1F)c1ccc2nc(CCc3ccccc3)oc2c1	99	-1.7
O=C(CN1CCN(c2ccc(F)cc2)CC1)N1CCCC1	101	0.1
Cc1ccc(Cn2c(CO)cnc2SCc2ccc(F)cc2)cc1	104	-0.5
CO/C(C)=C\c1sc2ccccc2[n+]1C	101	-0.3
O=C(COC(=O)c1c(C(F)(F)F)cccc1C(F)(F)F)c1ccc(Cl)cc1	104	0.1
CCNc1nc(Oc2ccc(OCC(=O)OC)nn2)nc(N2CCOCC2)n1	104	0.1
CCCC(CCC)C(=O)Nc1cc(-c2cn3cccnc3n2)ccc1OC	104	-0.8
CCCc1nc2ccccc2n1CC(=O)Nc1ccc(F)cc1	104	0.7
COc1cccc(N2CC(=O)N(/N=C/c3ccc(Cl)cc3)CC2=O)c1	102	0.1

In a second layout: entries from further up
Screens in order – Polio RdRp inh | Polio RdRp inh FP z-score
CCNc1nc(Oc2ccc(OCC(=O)OC)nn2)nc(N2CCOCC2)n1
→ 104 | 0.1
O=C(COC(=O)c1c(C(F)(F)F)cccc1C(F)(F)F)c1ccc(Cl)cc1
→ 104 | 0.1
CC(C)C(=O)Nc1ccc2c(c1)C(=O)NC2=O
→ 100 | -0.1
Cc1ccc(Cn2c(CO)cnc2SCc2ccc(F)cc2)cc1
→ 104 | -0.5
COc1cccc(N2CC(=O)N(/N=C/c3ccc(Cl)cc3)CC2=O)c1
→ 102 | 0.1
O=C(Nc1ccc(Br)cc1F)c1ccc2nc(CCc3ccccc3)oc2c1
→ 99 | -1.7
CCCc1nc2ccccc2n1CC(=O)Nc1ccc(F)cc1
→ 104 | 0.7

(list continues)
SMILES	Polio RdRp inh	Polio RdRp inh FP z-score
C/C(=N\NC(=O)COc1ccc(Br)cc1)c1ccc2c(c1)OCO2	104	0
COC(=O)C1(C(O)c2ccc(Cl)cc2)CCCCC1 (stereo not drawn)	98	-0.4
C(=NCC1CCC(CN=Cc2ccco2)CC1)c1ccco1 (stereo not drawn)	109	1
O=C(O)COc1c(-c2ccccc2)oc2ccccc2c1=O	101	0.2
C=CCn1c(SCC(N)=O)nnc1C1CCCCC1	99	-1.3
COc1ccc(-n2ncc(C(=O)Nc3ccc4nccnc4c3)c2C)cc1	105	0.3
Cc1c(NC(=O)c2ccc(-c3cccc([N+](=O)[O-])c3)o2)cccc1-c1nc2cc(Cl)ccc2o1	101	-0.2
O=C(Nc1nc2nc(-c3ccccc3)cc(=O)n2[nH]1)c1ccc(F)cc1	97	-2.2
Cc1ccc(C(=O)N(C)Cc2nc3ccccc3c(=O)[nH]2)c(O)c1	93	-1.1
O=C(NCCN1CCOCC1)c1cccc(S(=O)(=O)Nc2ccccc2F)c1	104	0.1

Some of the entries above, reformatted.
Order of values – Polio RdRp inh | Polio RdRp inh FP z-score
C(=NCC1CCC(CN=Cc2ccco2)CC1)c1ccco1 (stereo not drawn)
    109 | 1
O=C(O)COc1c(-c2ccccc2)oc2ccccc2c1=O
    101 | 0.2
C=CCn1c(SCC(N)=O)nnc1C1CCCCC1
    99 | -1.3

Next section:
SMILES	Polio RdRp inh	Polio RdRp inh FP z-score
CCOc1ccccc1C(=O)NCc1ccc2c(c1)CCN2C(=O)c1ccc(F)cc1	108	0.4
Cc1ccc2c(c1)CCCN2C(=O)CC1OC(=O)c2ccccc21 (stereo not drawn)	101	-0.3
Cc1ccc(CSc2oc(-c3ccco3)nc2S(=O)(=O)c2ccc(C)cc2)cc1	107	0.8
O=C(C(NS(=O)(=O)c1cccc2nsnc12)c1ccccc1)N1CCN(c2ccc(F)cc2)CC1 (stereo not drawn)	103	1
CCOc1cc(C=C2C(=O)OC(C)(C(C)(C)C)OC2=O)ccc1O (stereo not drawn)	102	-0.1
CCn1cc(S(=O)(=O)c2cc(C)cc(C)c2)c(=O)c2cc(F)c(N3CCC(C)CC3)cc21	105	-0.5
COc1cccc(-c2nn(C)c3sc(C(=O)NCc4ccccn4)cc23)c1	103	1.1
O=C(Nc1ccccc1N1CCCC1)c1cccc(OCc2ccccc2)c1	106	1.3
O=C(COC(=O)C1c2ccccc2Oc2ccccc21)NCc1ccco1	103	-0.1
CC1CN(C(=O)CCC(=O)NCc2ccccc2)c2cc(Cl)ccc2O1 (stereo not drawn)	107	-0.1
NS(=O)(=O)c1ccc(CCn2c(-c3ccccc3)nc(=S)c3c2CCCC3)cc1	98	-0.8
COc1ccc(-c2cn3c(n2)sc2cc(C(=O)NC4CCCCC4)ccc23)cc1	111	1.1
COc1cccc(NC(=O)c2sc3nc(C)c(C(=O)Nc4ccc(C)cc4C)c(-c4ccc(C)o4)c3c2N)c1	115	2.4
Cc1csc2c(SCC(O)C(F)(F)F)ncnc12 (stereo not drawn)	104	0.3
O=c1c2cn[nH]c2[nH]c(=S)n1-c1cccc(C(F)(F)F)c1	100	-0.2
Cc1ccc(NC(=O)Cn2c(=O)n(Cc3nc(-c4ccccc4)no3)c(=O)c3ccccc32)c(C)c1	98	-2
Cc1cccc(C2Sc3ccccc3N=C3c4ccccc4C(=O)C32)c1 (stereo not drawn)	112	1.1
COC(CN(C)C(=O)c1ccc(CS(=O)(=O)c2ccccc2C)o1)OC	101	-0.1
CC(=O)N1CCC(n2nc(-c3ccccc3)oc2=O)CC1	102	0.2
